Compound activity (PubChem BioAssay)
Caspase-1 inhib – allosteric or competitive inhibitors of human caspase-1; Potency, µM (titrated, usually from 57.5 µM), inactives show at the highest dose activity change, negative = inhibition, usual class: inhibitors; P29466; Caspase-1 enzyme, Ac-WEHD-AFC fluorogenic rate; 0.03% of 75,000 active;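 further: potency means the concentration at half of the fitted maximal effect; plate controls were vehicle for no effect and no substrate for full effect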
Target sequence (P29466 120-297 limits assumed): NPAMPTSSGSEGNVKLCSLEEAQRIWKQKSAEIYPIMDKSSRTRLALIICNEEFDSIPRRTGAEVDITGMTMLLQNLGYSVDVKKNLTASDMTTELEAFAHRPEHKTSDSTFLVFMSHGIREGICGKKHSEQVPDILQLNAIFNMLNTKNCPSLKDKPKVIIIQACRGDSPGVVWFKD
Target sequence (P29466 317-404 limits assumed): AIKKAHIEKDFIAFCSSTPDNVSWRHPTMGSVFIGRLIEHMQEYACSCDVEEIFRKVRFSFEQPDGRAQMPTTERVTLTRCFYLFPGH
Tau filament bind – tau filament binding | P10636 | recombinant tau filaments, thioflavin S fluorescence, 15 h; filaments grown with octadecylsulfate alongside compound | Potency, µM (series often up to 57.1 µM), without a hit: at the highest dose activity change, negative = inhibition | 2% of 71,000 active;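 further: potency means the concentration at half of the fitted maximal effect; on the % scale 0 is the no-effect control and ±100 the full control effect; actives lower thioflavin S fluorescence by blocking filaments or displacing dye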
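His-tagged recombinant human tau (exons 2, 3 and 10 included), 1 uM, was induced to fibrillize by 30 uM sodium octadecylsulfate with compound present. After 15 h at 37 C, thioflavine S fluorescence (ex 450, em 510 nm) was read.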
Rhodamine autofl – compound fluoresces in the rhodamine spectral region. AID 594. max dye-equivalent concentration, M. 0.05% of 59,000 active. Rhodamine-region fluorescence, 547/598 nm, Tris buffer; hits give high values; in the data active means max dye-equivalent concentration above about 11 nM; inconclusive means between about 1.1 nM and that limit
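Read-out is relative fluorescence at 547 nm excitation and 598 nm emission, expressed as dye-equivalent concentration using rhodamine standards on every plate. Each compound was profiled across a concentration series after 15 min in 100 mM Tris, pH 8.0.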
Caspase-7 inhib – allosteric or competitive inhibitors of human caspase-7 | P55210 | recombinant caspase-7, Ac-DEVD-AFC fluorescence rate | Potency, µM (series often up to 57.5 µM), without a hit: at the highest dose activity change, negative = inhibition, usual class: inhibitors | 0.02% of 75,000 active; active means well fitted inhibition curve with a large enough effect in the main read-out, with a control signal flat, not every such curve was filed as active; inconclusive means small, poorly fitted or top-dose-only effect, or a change in a side signal; further: potency means the concentration at half of the fitted maximal effect; % of control where 0% means no effect
HADH2 inhib – inhibitors of human HADH2 dehydrogenase | AID 886 | Q99714 | Potency, µM (titrated, usually from 57.1 µM), for inactives: top-dose activity change, negative = inhibition, actives largely listed as inhibitors | recombinant HADH2, NADH fluorescence, beta-hydroxybutyryl-CoA | 3.4% of 73,000 active; further: potency means the concentration at half of the fitted maximal effect; on the % scale 0 is the no-effect control and ±100 the full control effect; nearly all actives have a fitted effect of over 60% in size; many of its hits are not listed in these tables
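Buffer 100 mM Tris-HCl pH 9.0/0.01% Tween-20; HADH2 20 nM; NAD+ 1 mM; beta-hydroxybutyryl-CoA 90 uM (all final). 15 min cpd preincubation, RT.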
ALOX15 inhib – inhibitors of human 15-lipoxygenase (ALOX15); P16050; purified 15hLO-1, xylenol orange hydroperoxide absorbance; Potency, µM (series often up to 57.1 µM), for the others: top-dose activity change, negative = inhibition, actives largely listed as inhibitors; 1.4% of 74,000 active; further: potency means the concentration at half of the fitted maximal effect; on the % scale 0 is the no-effect control and ±100 the full control effect; nearly all actives have a fitted effect of over 55% in size
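Compounds were preincubated 15 min at room temperature with 40 nM purified human enzyme (25 mM Hepes pH 7.5, 0.01% Triton X-100); 50 uM arachidonic acid reacted 6 min. Fe-xylenol orange detection, 30 min, absorbance ratio 573/405 nm.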
DNA Pol III inh – inhibitors of bacterial DNA polymerase III holoenzyme | reconstituted DNA polymerase III holoenzyme replication, biochemical | Potency, µM (doses to about 57.1 µM), inactives show at the top dose activity change, negative = inhibition | 0.25% of 71,000 active; further: potency means the concentration at half of the fitted maximal effect; on the % scale 0 is the no-effect control and ±100 the full control effect
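Reconstituted *E. coli* holoenzyme (0.35 nM Pol III, 1 nM beta, 154 nM SSB, 2 nM primase) was preincubated with compound for 15 min at RT. Synthesis on 1.4 nM ssM13Gori ran 35 min, then was stopped with PicoGreen/EDTA and read as dsDNA fluorescence.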
BRCT PPI green – blocks human BRCA1 BRCT binding to phosphopeptide, green readout | BRCA1 BRCT-phosphopeptide binding, green fluorescence polarization | 0.05% of 75,000 active | Potency, µM (titrated, usually from 76.9 µM), for the others: top-dose activity change, negative = inhibition, actives largely listed as inhibitors | P38398;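 further: potency means the concentration at half of the fitted maximal effect; plate controls were peptide without protein for full effect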
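Fluorescence polarization: His-tagged BRCT (~35 kDa BRCA1 C-terminus, 250 nM) bound to 100 nM fluorescein-labeled phosphorylated 10-aa BACH1 peptide, pH 7.3 phosphate buffer with DTT and Tween 20. Compounds incubated 12 min at room temperature; inhibition read as lowered polarization.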
USP2a inhib – inhibitors of human ubiquitin-specific protease USP2a | 0.1% of 60,000 active | USP2a enzymatic assay, qHTS inhibition | O75604 | Potency, µM (highest dose often 38.3 µM), for the others: at the highest dose activity change, negative = inhibition, hits mostly inhibitors;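 further: potency means the concentration at half of the fitted maximal effect; nearly all actives have a fitted effect of over 60% in size; plate controls were DMSO for no effect and NEM full inhibition control for full effect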
Target sequence (O75604 whole entry, looked up): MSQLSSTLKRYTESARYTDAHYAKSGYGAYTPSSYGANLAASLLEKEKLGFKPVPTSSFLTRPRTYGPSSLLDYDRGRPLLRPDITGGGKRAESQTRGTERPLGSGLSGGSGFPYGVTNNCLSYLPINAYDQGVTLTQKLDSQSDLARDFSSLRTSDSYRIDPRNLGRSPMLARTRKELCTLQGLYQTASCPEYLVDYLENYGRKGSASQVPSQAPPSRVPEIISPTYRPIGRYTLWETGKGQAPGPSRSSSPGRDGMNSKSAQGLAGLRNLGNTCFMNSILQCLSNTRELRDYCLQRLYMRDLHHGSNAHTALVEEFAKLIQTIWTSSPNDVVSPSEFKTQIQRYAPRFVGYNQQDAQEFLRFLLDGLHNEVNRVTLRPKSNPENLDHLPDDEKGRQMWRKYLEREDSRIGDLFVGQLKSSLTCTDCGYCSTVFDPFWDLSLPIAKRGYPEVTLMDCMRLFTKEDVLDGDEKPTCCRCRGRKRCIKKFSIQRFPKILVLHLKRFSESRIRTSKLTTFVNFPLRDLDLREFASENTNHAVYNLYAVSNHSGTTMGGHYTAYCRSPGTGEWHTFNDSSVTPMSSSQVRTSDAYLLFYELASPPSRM
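Coupled readout: USP2-cleaved Ub-PLA2 (20nM final) turns over NBD C6-HPC (20uM final), Ex 460nm/Em 535nm after 2.5 h, time-zero read flagging artifacts. Enzyme (20nM final, pH 8.0 Tris) given 30 min RT with compound first; NEM defines full inhibition.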
BRCT PPI red – disrupts BRCA1 BRCT binding to phosphoprotein, red fluorophore readout. P38398. BRCT-phosphopeptide binding, red fluorescence polarization. Potency, µM (titrated, usually from 76.9 µM), for the others: at the highest dose activity change, negative = inhibition, actives largely listed as inhibitors. 0.03% of 75,000 active; further: on the % scale 0 is the no-effect control and ±100 the full control effect
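Rhodamine-labelled pBACH1 10-mer (100 nM) bound to BRCT domain (100 nM) at pH 7.3; compounds incubated 12 min room temperature, polarization read. Free peptide defines full inhibition; unlabelled decapeptide titrated as control.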
HEK293 cAMP ctrl – counter-screen for TSHR agonists: cAMP increase in parental HEK293; parental HEK293 CNG cAMP sensor, membrane potential fluorescence; Potency, µM (series often up to 57.1 µM), for the others: at the highest dose activation, hits mostly activators; 2.5% of 73,000 active; further: potency means the concentration at half of the fitted maximal effect; % of control where 0% means no effect; nearly all actives have a fitted effect of over 55% in size
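Counterscreen for endogenous-receptor signalling: CNG-channel HEK 293 cells report cAMP rise by membrane depolarization. After 60 min dye equilibration with 100 uM RO 20-1724, compounds incubated 30 min before bottom-read fluorescence at 590 nm.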
* marks the source's active call; other numbers are inactive results; i = inactive; ? = inconclusive; · = no result given; [ ] = dose if it differs, or a comment. Unless noted, the call rests on the fitted dose curve; in most records, active means well fitted curve in the direction sought with a large enough effect; inconclusive means small, poorly fitted or top-dose-only effect, or another doubt; inactive means no such curve, though single readings can be large; an effect the other way counts as inactive or inconclusive.

SMILES | Caspase-1 inhib | Tau filament bind | Rhodamine autofl | Caspase-7 inhib | HADH2 inhib | ALOX15 inhib | DNA Pol III inh | BRCT PPI green | USP2a inhib | BRCT PPI red | HEK293 cAMP ctrl
CCCCNC(=O)C1CC(=O)N(CCC(C)C)C1 (stereo not drawn) | 0% | -1% | i | 2% | 2% | 0% | -6% | 0.4% | 0% | -0.7% | 9%
O=C1CC[C@H](NC(=O)c2ccccc2)C(=O)N1 | -7%[11.5 µM] | -3%[11.4 µM] | i | 0%[11.5 µM] | 5%[11.4 µM] | -3%[11.4 µM] | -2%[11.4 µM] | -0.4%[15.4 µM] | · | 0.7%[15.4 µM] | 4%[11.4 µM]
O=C(COC(=O)C1CCCCC1)Nc1ccc(N2CCCCC2)cc1 | 0% | ? | i | -2% | 27% | 7% | 8% | 0.1% | 4% | 0.8% | 7%
COc1ccc(C(=O)N2CCC3(CCCN(c4ccccc4)C3)CC2)cc1 | -5% | 6% | i | -4% | 0% | -17% | -7% | 16% | 96%[activator] | -1.4% | 20%
COc1cccc(N2C(=O)CC(N3CCN(S(=O)(=O)c4ccccc4)CC3)C2=O)c1 (stereo not drawn) | -1% | -12% | i | 0% | -5% | -6% | 1% | -2.5% | 13% | 1.3% | 1%
COc1ccc(CCNC(=O)CSc2nnc(Cn3c(=O)sc4ccccc43)n2C)cc1OC | 1% | 1% | i | 1% | -1% | -7% | -1% | -0.7% | 5% | 0.9% | 2%
c1ccc(CCN2CCN=C2Cc2ccccc2)cc1 | 1%[11.5 µM] | 6%[11.4 µM] | i | 1%[11.5 µM] | 15%[11.4 µM] | 6%[11.4 µM] | 2%[11.4 µM] | -4.6%[15.4 µM] | · | 0.8%[15.4 µM] | 7%[11.4 µM]
O=C(Nc1ccc(S(=O)(=O)Nc2cnc3ccccc3n2)cc1)c1ccc(Br)o1 | 1% | 15% | i | 0% | -25% | -5% | -6% | 1.6% | 2% | 0.6% | 5%
O=C(CN(Cc1ccccc1C(F)(F)F)C(=O)CNC(=O)c1ccco1)NC1CCCC1 | 1% | -1% | i | 0% | 1% | 0% | -6% | -1.7% | 59%[activator] | -0.8% | 15%
O=C(CNC(=O)C1CCCCC1)NC1=NCCS1 | -3% | -8% | · | 2% | -4% | 9% | -3% | 0.2% | -2% | 1.1% | 10%[11.4 µM]
CCCCN1CCc2c([nH]c3ccc(C)cc23)C1=O | 0% | 15% | i | -1% | -11% | -9% | -4% | -3.2% | -6% | -1.0% | 10%
CSc1c(CC(=O)NCCO)n(C)c2ccccc12 | -2% | 16% | i | -1% | 28% | 11% | 1% | -1.1% | -3% | -0.7% | 7%
Cc1ccn2c(-c3csc(NCc4ccco4)n3)c(C)nc2c1 | 1% | 0%[11.4 µM] | · | 0% | ? | -6%[11.4 µM] | -1%[11.4 µM] | -2.2% | 11%[7.66 µM] | -0.7% | 17%[11.4 µM]
O=C(NCCN1CCOCC1)C1CCC(=O)N1Cc1ccccc1Cl (stereo not drawn) | 1% | 2% | i | 2% | 11% | 21% | 8% | -1.4% | -4% | 1.4% | 4%
Cn1c(C(=O)N2CCN(Cc3ccc4c(c3)OCO4)CC2)cc2c(=O)n(C)c3ccccc3c21 | -6% | 76% | · | -6% | ? | ? | -21% | 6.3% | · | -3.2% | 7%
Cc1ccc2c(c1)-c1c(cnn1CC(=O)NC(C)CCc1ccco1)CO2 (stereo not drawn) | -2% | 30% | · | -1% | 2% | -8% | 1% | 1.1% | · | 0.2% | 13%
CCOCCCn1c(=S)[nH]c2ncccc2c1=O | 2% | 5% | i | 2% | 0% | 3% | -8% | -1.7% | 0% | -0.5% | 6%
O=C(CCNC(=O)Cn1ccc2ccccc2c1=O)NCCCN1CCN(c2ccccc2F)CC1 | -1% | 3% | i | 0% | 2% | -10% | -4% | -6.6% | -3% | 0.0% | 1%
CCOC(=O)N1CCN(C(=O)Cn2nc(C)c3sc4ccccc4c3c2=O)CC1 | 0% | 3% | i | 0% | -20% | -7% | -5% | -1.6% | 19% | 0.5% | -5%
COC(=O)NC(c1cccc(F)c1)[C@@]1(C(=O)OC)CCCC1=O (stereo partly drawn) | -3%[11.5 µM] | · | · | 1%[11.5 µM] | 1%[11.4 µM] | 4%[11.4 µM] | · | 0.5%[15.4 µM] | · | 1.4%[15.4 µM] | -4%[11.4 µM]
CCCCCCn1c(N2CCC(C)CC2)nc2c1c(=O)[nH]c(=O)n2C | -1% | -14% | i | -1% | 3% | -9% | -3% | 0.0% | -13% | 1.2% | 13%
COc1ccc(Oc2coc3cc(OC(=O)N4CCOCC4)ccc3c2=O)cc1 | -1% | -10% | i | 1% | 6% | 6% | -12% | -2.3% | 17% | 0.9% | 7%
O=C(NCc1ccc(F)cc1)C1CCC(=O)N1C1CCCCC1 (stereo not drawn) | 3% | -4% | i | 0% | -6% | 4% | -3% | 1.2% | 1% | 0.5% | 18%
O=C(CCc1nc(-c2cccs2)no1)Nc1cnc2ccccc2c1 | -1% | 4% | i | -2% | -3% | -8% | -26% | -1.4% | -14% | 0.7% | 0%
COc1ccc(CNC(=O)CCn2c(=O)oc3ccccc32)cc1 | 3% | -4% | i | 1% | 6% | 3% | -3% | 0.2% | 11% | -0.7% | 6%

The list goes on:
SMILES | Caspase-1 inhib | Tau filament bind | Rhodamine autofl | Caspase-7 inhib | HADH2 inhib | ALOX15 inhib | DNA Pol III inh | BRCT PPI green | USP2a inhib | BRCT PPI red | HEK293 cAMP ctrl
Cc1ccc(NC(=O)c2ccccc2C(=O)O)cc1C | -8%[11.5 µM] | 1%[11.4 µM] | i | 1%[11.5 µM] | -2%[11.4 µM] | 9%[11.4 µM] | -8%[11.4 µM] | 1.6%[15.4 µM] | · | -0.2%[15.4 µM] | 10%[11.4 µM]
Cc1cccc(CNc2ncncc2-c2ccccc2CN(C)C)c1 | -3% | -10% | i | -3% | 13% | 25% | 2% | -0.6% | 24% | 1.9% | 18%
O=C(COc1ncnc2ccccc12)NC1CCS(=O)(=O)C1 (stereo not drawn) | 3% | 4% | i | -1% | 8% | 4% | -6% | 0.2% | -1% | 1.1% | -1%
O=C(O)C1CSC2(CCN(Cc3ccccc3)CC2)N1 (stereo not drawn) | 3% | -12% | i | -2% | -6% | -8% | 2% | -2.3% | 2% | -1.0% | 10%
O=C(CN1C(=O)CSC1=O)Nc1ccccc1F | -1% | -4% | i | 2% | -2% | 2% | -3% | -0.9% | -5% | -0.7% | 5%
COc1cccc(-c2nc3ccc(O)cc3c(=O)o2)c1 | -2% | 0% | i | 1% | ? | -25% | -9% | 0.7% | 9% | -0.2% | 0%
N[C@@H](Cc1c[nH]c2ccccc12)C(=O)NCC(=O)O | · | ? | i | · | 5% | · | -4% | · | · | · | 0%
Cc1nnc(SCc2nc3ccccc3s2)n1-c1ccccc1 | -2% | -20% | i | -4% | 10% | -1% | -1% | 1.9% | 40%[activator] | 0.4% | 6%
CCCCNC(=O)CSc1nnc(-c2ccco2)n1C | -1% | -3% | i | 2% | 3% | 4% | 8% | -3.2% | 1% | -0.4% | -3%
CC1=C(C(=O)Nc2ccccn2)C(c2ccc(F)cc2)n2ncnc2N1 (stereo not drawn) | 0% | 1% | i | 5% | 7% | -1% | -6% | 0.3% | -6% | 0.2% | -3%
CN(C)C(=O)N1CCCC(C(=O)NCc2cccs2)C1 (stereo not drawn) | 0% | -4% | i | -1% | 0% | -3% | 2% | -1.9% | 7% | 1.4% | 4%
O=C(COc1ncnc2ccccc12)NC(=O)NCc1ccccc1 | 1% | 5% | i | -1% | -1% | 2% | 2% | -1.9% | 3% | -2.9% | 6%
CC1=CC(C)(C)Nc2cc(C)c(C)cc21 | -11% | ? | i | -5% | -21% | -12% | -5% | -1.6% | -2% | -1.9% | -5%
CCOC(=O)C1CCN(c2cc(C)nc3cc(-c4cccc(F)c4)nn23)CC1 | -17% | 18% | i | -18% | ? | -6% | -1% | -0.6% | 26% | 0.5% | ?

Some of the entries so far, with tabs:
molecule	Caspase-1 inhib	Tau filament bind	Rhodamine autofl	Caspase-7 inhib	HADH2 inhib	ALOX15 inhib	DNA Pol III inh	BRCT PPI green	USP2a inhib	BRCT PPI red	HEK293 cAMP ctrl
O=C(Nc1ccc(S(=O)(=O)Nc2cnc3ccccc3n2)cc1)c1ccc(Br)o1	1%	15%	i	0%	-25%	-5%	-6%	1.6%	2%	0.6%	5%
CCOC(=O)N1CCN(C(=O)Cn2nc(C)c3sc4ccccc4c3c2=O)CC1	0%	3%	i	0%	-20%	-7%	-5%	-1.6%	19%	0.5%	-5%

The list is partial (hit frequency here may not be typical).
